Assay outcomes: PubChem BioAssay, National Center for Advancing Translational Sciences (NCATS)
DT40 TDP1 CPT: DT40-hTDP1 cell growth loss with CPT; chicken DT40 Tdp1-/-;hTDP1 cells + 20 nM CPT, ATP luminescence, 48 h; Potency, µM (top dose mostly 46.2 µM), without a hit: at the highest dose activity change, negative = growth inhibition, most hits filed as inhibitors; 420,000 tested, 12% active; also: nearly all actives have a fitted effect of over 55% in size
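Chicken DT40 Tdp1-/- cells complemented with human TDP1, 400 cells/well, exposed to compounds plus 20 nM camptothecin for at least 48 h at 37 C; viability read as ATP content by CellTiter-Glo luminescence.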
TDP1 cell noCPT: qHTS for Inhibitors of human tyrosyl-DNA phosphodiesterase 1 (TDP1): qHTS in cells in absence of CPT; AID 686978, 2013; 420,000 tested, 15% active; Potency, µM (doses to about 46.2 µM), for inactives: at the highest dose activity change, negative = growth inhibition, most hits filed as inhibitors; DT40 Tdp1-/- hTDP1 cells, no CPT, ATP luminescence, 48 h; also: nearly all actives have a fitted effect of over 55% in size
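No-CPT arm: Tdp1-/-;hTDP1 DT40 cells (400/well) plus compounds, incubated ≥48 hr at 37 °C. Readout CellTiter-Glo luminescence.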
TDP1 block: blocks human tyrosyl-DNA phosphodiesterase 1; Potency, µM (titrated, usually from 130 µM), inactives show at the top dose activity change, negative = inhibition, actives largely listed as inhibitors; 350,000 tested, 0.28% active; Q9NUW8; AID 485290; recombinant TDP1, AlphaScreen DNA substrate cleavage; also: nearly all actives have a fitted effect of over 40% in size
Target sequence (Q9NUW8 whole entry, looked up): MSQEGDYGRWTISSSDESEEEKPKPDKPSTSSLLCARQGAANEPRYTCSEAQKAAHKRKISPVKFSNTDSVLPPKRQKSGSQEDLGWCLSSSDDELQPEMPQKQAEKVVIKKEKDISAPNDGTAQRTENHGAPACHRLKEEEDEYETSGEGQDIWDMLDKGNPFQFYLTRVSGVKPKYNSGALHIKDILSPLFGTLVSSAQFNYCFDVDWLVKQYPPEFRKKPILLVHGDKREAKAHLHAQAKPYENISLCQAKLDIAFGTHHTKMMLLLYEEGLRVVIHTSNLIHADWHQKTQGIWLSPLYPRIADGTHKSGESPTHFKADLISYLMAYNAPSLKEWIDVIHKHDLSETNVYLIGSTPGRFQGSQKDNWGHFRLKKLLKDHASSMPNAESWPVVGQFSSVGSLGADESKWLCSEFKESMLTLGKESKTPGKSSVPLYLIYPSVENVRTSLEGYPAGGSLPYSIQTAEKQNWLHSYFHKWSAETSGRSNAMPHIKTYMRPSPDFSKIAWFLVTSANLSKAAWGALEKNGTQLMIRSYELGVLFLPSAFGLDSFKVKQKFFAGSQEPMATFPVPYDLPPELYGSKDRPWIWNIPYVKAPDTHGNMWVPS
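Here, a 5' biotin and 3' phosphotyrosine-FITC DNA oligonucleotide reports Tdp1 activity: intact substrate bridges AlphaScreen beads, while cleavage leaves a 3' phosphate and drops signal. All incubations at room temperature.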
* marks the source's active call; other numbers are inactive results; [ ] = dose if it differs, or a comment. Calls follow the shape of the dose curve; as a rule, active = well fitted curve in the direction sought with a large enough effect; inconclusive = small, poorly fitted or top-dose-only effect, or another doubt; inactive = no such curve, though single readings can be large; an effect the other way counts as inactive or inconclusive. % is scaled to controls: 0 for no effect and ±100 for the full control effect; potency is read from the fitted curve at half-maximal effect. Hits appear at their usual frequency. Share with any hit: about 18%.

How did CCOC(=O)c1ccc(NC(=S)Nc2ccc(Cl)cn2)cc1 do in these assays?
DT40 TDP1 CPT: inconclusive; TDP1 cell noCPT: -25.8%; TDP1 block: -1.2%

Results for Cc1cccc(-c2cccc3nccn23)c1 ?
DT40 TDP1 CPT: inconclusive; TDP1 cell noCPT: inconclusive

Results for COc1cc(NC(=O)Cn2c(=O)nc(-c3ccccc3F)c3cc(Cl)ccc32)cc(OC)c1 ?
DT40 TDP1 CPT: 14.6µM*; TDP1 cell noCPT: 10.3µM*; TDP1 block: 6.2%

How did c1ccc(SCc2cc(-c3ccccc3)no2)cc1 do in these assays?
DT40 TDP1 CPT: 0.1%; TDP1 cell noCPT: -20.7%; TDP1 block: -12.8%

What do the screens show for `CC(C)CN(C(=O)CN1C(=O)NC2(CCc3ccccc32)C1=O)C1CCS(=O)(=O)C1` (configuration not stated)?
DT40 TDP1 CPT: -3.5%; TDP1 cell noCPT: 15.3%; TDP1 block: 2.0%

What do the screens show for `CC[C@]1(C(=O)OC)[C@H]2C(=O)N(Cc3ccccc3)C(=O)[C@H]2[C@H]2CN(C)C(=NC)N21`?
DT40 TDP1 CPT: 14.7%; TDP1 cell noCPT: -5.1%

How did CCOC(=O)C1=C(C)NC(=S)NC1c1cc(C)sc1C (configuration not stated) do in these assays?
DT40 TDP1 CPT: -19.3%; TDP1 cell noCPT: 7.9%; TDP1 block: 2.7%

Results for COc1ccc(N(CC(=O)NCc2ccccn2)S(=O)(=O)c2ccccc2[N+](=O)[O-])c(OC)c1 ?
DT40 TDP1 CPT: 8.1%; TDP1 cell noCPT: -21.1%; TDP1 block: 5.1%

How did O=C1N(c2ccccc2C(F)(F)F)O[C@]1(c1ccccc1)C1CCCC1 do in these assays?
DT40 TDP1 CPT: -20.4%; TDP1 cell noCPT: -17.7%; TDP1 block: -18.0%

How did O=C(Nc1cccc(S(=O)(=O)N2CCOCC2)c1)c1cccc(S(=O)(=O)N2CCCC2)c1 do in these assays?
DT40 TDP1 CPT: -13.1%; TDP1 cell noCPT: -29.9%; TDP1 block: -3.5%

What do the screens show for `CCc1cc2c(=O)n(Cc3ccco3)c(SCC(=O)N3CCCc4ccccc43)nc2s1`?
DT40 TDP1 CPT: 25.9µM*; TDP1 cell noCPT: inconclusive; TDP1 block: 4.2%

Results for COCc1ccc(C(=O)N2CCOc3c(cc(-c4cc(C)c5cccc(OC)c5n4)cc3OC)C2)o1 ?
DT40 TDP1 CPT: 13.5%[9.04 µM]; TDP1 cell noCPT: -7.6%

How did CCN(C(=O)C1CCN(c2nc(-c3ccc(OC)cc3)no2)CC1)c1ccc(OC)cc1 do in these assays?
DT40 TDP1 CPT: inconclusive; TDP1 cell noCPT: 16.4µM*

Results for Cc1ccc(C2/C(=C(/O)c3ccccc3)C(=O)C(=O)N2CCN2CCOCC2)o1 (configuration not stated) ?
DT40 TDP1 CPT: -16.3%; TDP1 cell noCPT: -3.6%; TDP1 block: 0.0%

How did O=C(CCCN1C(=O)c2ccccc2C1=O)Nc1ccc(Br)cn1 do in these assays?
DT40 TDP1 CPT: -20.4%; TDP1 cell noCPT: -17.3%; TDP1 block: -3.3%

Results for CCOC(=O)c1ccc(NC(=O)COc2ccc(-n3cnnn3)cc2)cc1 ?
DT40 TDP1 CPT: -23.3%; TDP1 cell noCPT: -19.9%; TDP1 block: -1.1%

How did O/N=C(/Cc1ccccn1)c1ccccc1 do in these assays?
DT40 TDP1 CPT: -3.2%; TDP1 cell noCPT: -6.8%; TDP1 block: 4.7%

How did CC(C)C1CC(CCNCc2ccc3c(c2)OCO3)(c2ccccc2)CCO1 (configuration not stated) do in these assays?
DT40 TDP1 CPT: inconclusive; TDP1 cell noCPT: inconclusive

Results for CC(C)Sc1cc(N2CCCC2)nc(-c2ccccc2Cl)n1 ?
DT40 TDP1 CPT: 7.1%; TDP1 cell noCPT: -21.7%; TDP1 block: -8.0%

How did Cc1cccc(NC(=O)c2oc3ccccc3c2NC(=O)c2cc(=O)c3ccccc3o2)c1 do in these assays?
DT40 TDP1 CPT: -8.1%; TDP1 cell noCPT: 0.2%; TDP1 block: 0.0%

How did COC(=O)[C@@]12C[C@@H](CC(=O)NCC3CCCCC3)C(=O)N(Cc3ccco3)C1=CCC(C)(C)C2 do in these assays?
DT40 TDP1 CPT: inconclusive; TDP1 cell noCPT: inconclusive

What do the screens show for `COc1cc2nc(SCC(=O)Nc3cccc(C)c3)n3nc(CCn4c(C)nc5ccccc54)nc3c2cc1OC`?
DT40 TDP1 CPT: 2.59µM*; TDP1 cell noCPT: 2.59µM*; TDP1 block: -2.3%

What do the screens show for `COc1ccc(CCNC(=O)c2cc3c(=O)n4ccccc4nc3n(CC3CCCO3)c2=N)cc1` (configuration not stated)?
DT40 TDP1 CPT: 20.6µM*; TDP1 cell noCPT: 25.9µM*

Results for C=CCN1C(=O)c2ccc(C(=O)OCC(=O)Nc3ccc(S(N)(=O)=O)cc3)cc2C1=O ?
DT40 TDP1 CPT: 14.1%; TDP1 cell noCPT: 0.0%; TDP1 block: 0.6%[0.505 µM]

How did COc1ccc(CN2CCN(C(=O)c3cc(-c4cccnc4)nc4ccc(Cl)cc34)CC2)c(OC)c1OC do in these assays?
DT40 TDP1 CPT: inconclusive; TDP1 cell noCPT: 20.6µM*; TDP1 block: 5.5%

What do the screens show for `Cc1ccc(-c2nsc(SCC(=O)NCC3CCCO3)n2)cc1` (configuration not stated)?
DT40 TDP1 CPT: -27.8%; TDP1 cell noCPT: inconclusive; TDP1 block: -1.2%

Results for CCCCCn1nnnc1-c1nc2cc3ccccc3cc2[nH]c1=O ?
DT40 TDP1 CPT: 4.11µM*; TDP1 cell noCPT: 2.59µM*

What do the screens show for `Cc1ccc(S(=O)(=O)N2C[C@H]3n4c(=O)ccc(=O)n4C[C@H](OC(=O)NCc4ccccc4)[C@@]3(O)C2)cc1`?
DT40 TDP1 CPT: inconclusive; TDP1 cell noCPT: 25.9µM*

How did CCOC(=O)c1ccc(S(=O)(=O)N2CC(=O)Nc3ccccc32)cc1 do in these assays?
DT40 TDP1 CPT: 18.4µM*; TDP1 cell noCPT: 18.4µM*; TDP1 block: -18.5%

Results for CC(=O)c1cccc(NC(=O)C(=O)Nc2cccc3ccccc23)c1 ?
DT40 TDP1 CPT: -8.9%; TDP1 cell noCPT: -21.9%; TDP1 block: -3.6%

What do the screens show for `CCOC(=O)C(CC(C)C)CP(=O)(O)CNC(=O)OCc1ccccc1` (configuration not stated)?
DT40 TDP1 CPT: -0.5%; TDP1 cell noCPT: -4.9%; TDP1 block: 0.0%

How did COc1ccccc1CNc1nc2ccc(C)cc2n2nnnc12 do in these assays?
DT40 TDP1 CPT: -21.2%; TDP1 cell noCPT: -25.3%; TDP1 block: 2.8%

How did COc1ccc(-c2n[nH]c(C)c2-c2cscn2)c(O)c1 do in these assays?
DT40 TDP1 CPT: -5.7%; TDP1 cell noCPT: 22.3%; TDP1 block: 6.2%

What do the screens show for `O=C(NCc1ccccc1)C1C(c2ccccc2)=Nc2ccccc2N1C(=O)c1cccnc1` (configuration not stated)?
DT40 TDP1 CPT: 0.7%; TDP1 cell noCPT: -11.6%

Results for Fc1ccc(-n2[nH]nnc2=S)cc1N1CCCC1 ?
DT40 TDP1 CPT: -18.0%; TDP1 cell noCPT: -0.6%; TDP1 block: 9.9%

What do the screens show for `CCNC(=O)C12CCC(C)(C(=O)O1)C2(C)C` (configuration not stated)?
DT40 TDP1 CPT: 21.2%; TDP1 cell noCPT: -9.3%; TDP1 block: 2.4%

What do the screens show for `CCn1nc(C(=O)Nc2ccccc2N2CCCC2)c2ccccc2c1=O`?
DT40 TDP1 CPT: inconclusive; TDP1 cell noCPT: inconclusive; TDP1 block: 4.2%

What do the screens show for `CCOC(=O)/C(C#N)=C/c1cn(CCC(=O)O)nc1-c1ccc(OC)cc1`?
DT40 TDP1 CPT: -2.2%; TDP1 cell noCPT: 7.6%; TDP1 block: 8.3%

What do the screens show for `COc1ccc(CCNCC(O)COc2ccc(OC)cc2C(C)(C)C)cc1` (configuration not stated)?
DT40 TDP1 CPT: inconclusive; TDP1 cell noCPT: inconclusive; TDP1 block: 7.3%

How did OC(c1ccccc1)c1nc(-c2ccc3c(c2)OCO3)cs1 (configuration not stated) do in these assays?
DT40 TDP1 CPT: -23.0%; TDP1 cell noCPT: -23.3%

The final 2 records of the part before come first, to join the parts:
What do the screens show for `COc1ccc(CCNCC(O)COc2ccc(OC)cc2C(C)(C)C)cc1` (configuration not stated)?
DT40 TDP1 CPT: inconclusive; TDP1 cell noCPT: inconclusive; TDP1 block: 7.3%

How did OC(c1ccccc1)c1nc(-c2ccc3c(c2)OCO3)cs1 (configuration not stated) do in these assays?
DT40 TDP1 CPT: -23.0%; TDP1 cell noCPT: -23.3%

How did CS(=O)(=O)c1ccc(C(=O)CN2C(=O)NC3(CCCc4ccccc43)C2=O)cc1 (configuration not stated) do in these assays?
DT40 TDP1 CPT: -17.4%; TDP1 cell noCPT: 4.0%; TDP1 block: 0.6%

Results for CCCN(CC1CC1)C(=S)NC(=O)C1CC1 ?
DT40 TDP1 CPT: -0.1%; TDP1 cell noCPT: -9.1%; TDP1 block: -4.7%

What do the screens show for `Cc1sc(NC(=S)NC(=O)CCc2ccccc2)c(C(N)=O)c1C`?
DT40 TDP1 CPT: 0.206µM*; TDP1 cell noCPT: 0.184µM*; TDP1 block: 0.0%

Results for Fc1cc(F)c2nc(N3CCCC3)sc2c1 ?
DT40 TDP1 CPT: -5.1%; TDP1 cell noCPT: 7.9%; TDP1 block: 2.6%

What do the screens show for `CCCNC(=S)N1CCC(n2cnc3ccccc32)CC1`?
DT40 TDP1 CPT: 11.6%; TDP1 cell noCPT: 0.1%; TDP1 block: 4.7%

Results for Cc1cc(NO)c(C(C)C)cc1N=O ?
DT40 TDP1 CPT: 8.2µM*; TDP1 cell noCPT: 10.3µM*; TDP1 block: -5.4%

How did COc1ccc(CN2[C@@H](CC(=O)O)c3cc(C(F)(F)F)ccc3S2(=O)=O)cc1 do in these assays?
DT40 TDP1 CPT: inconclusive; TDP1 cell noCPT: inconclusive

How did Cc1cc(-c2ccccc2)n(-c2ccccc2)n1 do in these assays?
DT40 TDP1 CPT: -3.2%; TDP1 cell noCPT: -27.2%; TDP1 block: -9.1%

How did CC1CC(Nc2cccc(O)c2)=CC(=O)O1 (configuration not stated) do in these assays?
DT40 TDP1 CPT: -15.6%; TDP1 cell noCPT: -23.5%; TDP1 block: -2.6%

Results for COc1ccc(N(CC(=O)N2CCN(c3ccccc3)CC2)S(=O)(=O)c2c(C)nn(C)c2C)cc1 ?
DT40 TDP1 CPT: 4.0%; TDP1 cell noCPT: inconclusive; TDP1 block: 0.0%

What do the screens show for `N=c1c(S(=O)(=O)c2ccccc2)cc2c(=O)n3ccccc3nc2n1C1CCCC1`?
DT40 TDP1 CPT: -2.0%; TDP1 cell noCPT: inconclusive

What do the screens show for `CC(=O)Nc1ccc(NC(=O)CSc2nnc(NC(=O)c3cccc(F)c3)s2)cc1`?
DT40 TDP1 CPT: 13.9%; TDP1 cell noCPT: -2.5%; TDP1 block: 0.8%

How did C=CCn1cccc(C(=O)Nc2ccc(N(C)C)cc2)c1=O do in these assays?
DT40 TDP1 CPT: -6.6%; TDP1 cell noCPT: 0.9%

What do the screens show for `Cc1ccc(CN2CCN(C3CCOCC3)CC2CCO)cc1` (configuration not stated)?
DT40 TDP1 CPT: 5.5%; TDP1 cell noCPT: -22.9%; TDP1 block: 0.0%

Results for CCOc1ccc(S(=O)(=O)Nc2cc(OC)ccc2OC)cc1 ?
DT40 TDP1 CPT: 0.366µM*; TDP1 cell noCPT: 0.326µM*; TDP1 block: 6.5%

What do the screens show for `Cc1ccc(CCN2CCN=C2N(C)C)cc1`?
DT40 TDP1 CPT: 1.0%; TDP1 cell noCPT: -6.5%

What do the screens show for `COc1cccc(/C=N/NC(=O)C(=O)N2CCCCCC2)c1OC`?
DT40 TDP1 CPT: -12.7%; TDP1 cell noCPT: 20.9%; TDP1 block: 2.7%

Results for CCN(CC(=O)NCc1ccc(Cl)cc1)C(=O)CCOc1ccc(C)cc1 ?
DT40 TDP1 CPT: -24.0%; TDP1 cell noCPT: -23.4%; TDP1 block: 6.9%[0.505 µM]

Structural class, the entries above with a COOH group
What do the screens show for `CCOC(=O)/C(C#N)=C/c1cn(CCC(=O)O)nc1-c1ccc(OC)cc1`?
DT40 TDP1 CPT: -2.2%; TDP1 cell noCPT: 7.6%; TDP1 block: 8.3%

How did COc1ccc(CN2[C@@H](CC(=O)O)c3cc(C(F)(F)F)ccc3S2(=O)=O)cc1 do in these assays?
DT40 TDP1 CPT: inconclusive; TDP1 cell noCPT: inconclusive
